NRP1-CendR mod = NRP-1/CendR interaction modulation; inhibition, % at 25 µM; O14786; FAM-RPARPAR peptide binding to NRP-1, fluorescence polarization; AID 602438; 0.85% of 360,000 active;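 active = inhibition or corrected inhibition above about 18%, plus a signal ratio from 0.5 to 1.5, limit read from the data, passing the limit was not always enough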; also: strong numbers were not always called active
Target sequence (O14786 whole entry, looked up): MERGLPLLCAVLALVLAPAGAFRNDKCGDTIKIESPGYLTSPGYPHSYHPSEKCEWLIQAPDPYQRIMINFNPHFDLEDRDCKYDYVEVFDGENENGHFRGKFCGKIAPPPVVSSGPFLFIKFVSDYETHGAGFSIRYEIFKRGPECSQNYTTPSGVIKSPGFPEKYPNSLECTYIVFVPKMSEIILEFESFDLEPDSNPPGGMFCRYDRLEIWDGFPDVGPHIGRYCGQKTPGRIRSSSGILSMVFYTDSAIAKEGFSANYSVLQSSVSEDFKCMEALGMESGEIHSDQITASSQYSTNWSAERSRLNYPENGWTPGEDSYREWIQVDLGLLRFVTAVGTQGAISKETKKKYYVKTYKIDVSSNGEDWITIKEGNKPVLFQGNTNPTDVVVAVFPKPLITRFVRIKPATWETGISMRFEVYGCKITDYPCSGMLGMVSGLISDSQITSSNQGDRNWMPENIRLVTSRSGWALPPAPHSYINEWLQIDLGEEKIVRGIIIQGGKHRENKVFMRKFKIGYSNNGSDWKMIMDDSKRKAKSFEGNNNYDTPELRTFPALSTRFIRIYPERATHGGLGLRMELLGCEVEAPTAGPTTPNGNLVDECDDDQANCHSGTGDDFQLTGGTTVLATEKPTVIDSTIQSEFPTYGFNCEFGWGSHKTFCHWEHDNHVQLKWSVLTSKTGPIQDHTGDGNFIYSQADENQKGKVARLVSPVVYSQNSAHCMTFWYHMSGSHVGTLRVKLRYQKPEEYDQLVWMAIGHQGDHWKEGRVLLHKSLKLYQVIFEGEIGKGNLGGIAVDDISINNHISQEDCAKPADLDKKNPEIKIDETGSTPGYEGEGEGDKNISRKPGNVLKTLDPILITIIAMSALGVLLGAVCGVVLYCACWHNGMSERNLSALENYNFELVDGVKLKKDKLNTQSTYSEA
MT1-MMP act inh = MT1-MMP (human) activation inhibition | GFP/RFP ratio change, % at 20 µM | HT1080 RFP-PRO-GFP cells, GFP/RFP ratio fluorescence, overnight; percent of plate control window, DMSO zero | 0.061% of 360,000 active | AID 651647;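 active = GFP/RFP ratio change of at least 30% with cell ATP level not reduced by more than half and red fluorescence within 50% of control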; also: strong numbers were not always called active
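Material: RFP-PRO-GFP reporter HT1080 cells. Dosing: single-point 20 µM compound, 1% DMSO. Controls: DMSO and RFP-L50D-GFP cell wells. Timing: cells overnight before dosing, compound overnight, 37 °C, 5% CO2. Measure: GFP/RFP fluorescence ratio.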
Rin1 Abl inh = inhibitors of human Rin1-Abl protein interaction; P00519+Q13671; TR-FRET Rin1/Abl binding, biochemical; inhibition, % at 7.35 µM; 0.4% of 360,000 active; AID 588664; in the data active = inhibition above about 5%, passing the limit was not always enough
Neddyl block = cullin neddylation inhibition; P61081+Q13564; TR-FRET cullin neddylation, biochemical; calls only at 25 µM; 0.58% of 360,000 active; in the data active = inhibition above about 36%
SKN-1 inh = inhibitors of C. elegans SKN-1; C. elegans VP596 Pgst-4::GFP/RFP ratio, acrylamide-induced, 24 h; inhibition, % at 21.8 µM; 0.49% of 360,000 active; AID 624304;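 active = interference check ratio from 0.5 to 1.5 plus GFP to RFP signal ratio inhibition reaching or exceeding a fixed threshold, cut at about 30% in these data, passing the limit was not always enough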; also: some compounds called inactive have numbers as strong as hits
MsrA inh = inhibitors of bovine MsrA; purified bovine MsrA, absorbance read-out; inhibition, % at 15.5 µM; 0.75% of 360,000 active; AID 651718; in the data active = inhibition above about 4.5%;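 also: 0% = vehicle wells with enzyme and 100% = reference inhibitor wells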
FAS-TE inh = FAS thioesterase (human) inhibition | P49327 | recombinant FAS-TE, OMFH fluorogenic substrate, fluorescence endpoint | AID 602261 | inhibition, % at 15 µM | 0.67% of 360,000 active;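 active = compounds whose normalised, plate-corrected inhibition of enzyme fluorescence in the single-dose primary screen is 50% or more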;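 also: 0% = DMSO with enzyme and 100% = substrate without enzyme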
MsrA act = activators of bovine methionine sulfoxide reductase A; 0.3% of 360,000 active; purified bovine MsrA, absorbance read-out; activation, % at 10.6 µM; in the data active = activation above about 7.5%;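 also: 0% = vehicle and 100% = reference activator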
eLon inh = E. coli protease La inhibition. purified E. coli Lon protease, fluorescence polarization. inhibition, % at 7.94 µM. 0.42% of 360,000 active; in the data active = inhibition above about 13%, passing the limit was not always enough;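 also: 0% = enzyme with probe and DMSO and 100% = no enzyme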
Starred values were filed as active, the others as inactive; i = inactive; nt = no result given.

mol | NRP1-CendR mod | MT1-MMP act inh | Rin1 Abl inh | Neddyl block | SKN-1 inh | MsrA inh | FAS-TE inh | MsrA act | eLon inh
Cc1cccc(C)c1OCCCCN1CCNCC1 | -4 | 3 | 1 | i | 4 | -1.1 | -7 | -2 | 1
CSc1nc(SCC(=O)NCc2ccco2)c2c3c(sc2n1)CN(C)CC3 | -7 | -3 | -4 | i | -10 | 2.2 | -3 | -11 | 0
O=C(NCc1cccc(C(F)(F)F)c1)c1cc(Cl)ccc1Cl | 1 | -1 | -2 | i | 8 | -0.5 | 21 | -2 | 5
CCOC(=O)c1c(C)[nH]c(C(=O)C(C)Cl)c1C (stereo not drawn) | 4 | 4 | 0 | i | -6 | -0.9 | -1 | -3 | 5
CC1(NC(=O)Cc2ccc(Cl)c(Cl)c2)CCS(=O)(=O)C1 (stereo not drawn) | -4 | -3 | 2 | i | -7 | 0.8 | 12 | -3 | -6
O=C(CN1CCN(C(=O)c2ccccc2)CC1)Nc1cc(S(=O)(=O)N2CCCC2)ccc1Cl | 6 | -2 | 0 | i | -12 | -1.1 | -36 | 0 | -7
O=Cc1c(Nc2ccccc2Cl)nc2ccccn2c1=O | 5 | 0 | 1 | i | 0 | -0.1 | 3 | 0 | 6
O=C(CSc1ncn[nH]1)Nc1c(F)cc(F)cc1Br | -1 | 1 | 3 | i | 6 | -0.9 | -12 | -4 | -5
COc1ccc(C(=O)OCC(=O)c2c[nH]c3ccccc23)cc1OC | -37 | 0 | -2 | i | -5 | 0.0 | -6 | -2 | -17
CCOCC(=O)Nc1ccc(S(=O)(=O)Nc2ncccn2)cc1 | 14 | 0 | -1 | i | 8 | -0.1 | -3 | 1 | -10
O=[N+]([O-])c1ccc(-c2cc(-c3ccncc3)nc3ccc4ccccc4c23)cc1 | 1 | -6 | 3 | i | 5 | 0.1 | 1 | -2 | 1
CSc1nc(SCC(=O)NCc2ccco2)c2c3c(sc2n1)COC(C)(C)C3 | -10 | 11 | -21 | i | -14 | 1.1 | 0 | -4 | 7
CCc1ccccc1NC(=O)/C(C#N)=C/c1ccc(Sc2ccccc2)o1 | -2 | -2 | 2 | i | 9 | -1.1 | 41 | -5 | 7
CCC(C(=O)Nc1c(C)cccc1C)n1c(-c2cnc(C)cn2)nc2ccccc21 (stereo not drawn) | -3 | 4 | nt | i | 7 | 2.5 | nt | nt | nt
CCOC(=O)C(C)Sc1nnc(-c2ccccc2O)n1-c1ccc(C)cc1 (stereo not drawn) | -14 | 6 | 2 | i | -5 | -0.8 | 4 | 1 | -8
COCc1ccc(C(=O)N2CCc3c([nH]c4ccccc34)C2c2ccccn2)s1 (stereo not drawn) | 8 | -4 | -6 | i | 5 | 0.0 | 5 | -2 | 0
C[C@H](NC(=O)OC(C)(C)C)c1nnc(SCC(N)=O)o1 | -1 | -2 | 2 | i | -6 | 0.3 | -9 | -1 | -8
COc1cc2c(cc1/C=C1/NC(=O)N(CC(=O)Nc3ccccc3)C1=O)OCO2 | -22 | 2 | -2 | i | 6 | 1.9 | -7 | -11 | 3
CC(C)N(C(=O)COC(=O)c1ccccc1C(=O)c1ccc(Cl)c([N+](=O)[O-])c1)C(C)C | 14 | -3 | 1 | i | 0 | -1.3 | 26 | 0 | 1
OC(c1cc(-c2ccc(Cl)cc2)nc2ccccc12)C1CCCCN1 (stereo not drawn) | 12 | -8 | 3 | i | -6 | 1.5 | 0 | -3 | 3
N#CCC(=O)N1CCN(C=O)CC1 | 8 | nt | 2 | i | 10 | 1.8 | -13 | -13 | -1
Cc1ccc(NC(=O)CN(C)S(=O)(=O)c2cnc[nH]2)cc1C | 0 | -2 | 0 | i | -21 | -0.5 | -14 | 1 | 2
O=C(CC1CCCC1)Nc1cc(S(=O)(=O)N2CCOCC2)ccc1O | -8 | 3 | 2 | i | 6 | -0.2 | -6 | 5 | 2
COc1ccc(-c2cnc3c(NC=O)cc(-c4cccc(NS(C)(=O)=O)c4)cn23)cc1OC | -3 | 5 | -8 | i | -3 | -0.1 | 10 | -4 | -21
Nc1ncc(Br)cc1S(=O)(=O)NCCC(=O)NCCc1ccc(Cl)cc1 | -7 | -1 | 0 | i | -7 | 0.4 | 2 | -1 | -7
N#Cc1cnn2c(-c3cccc(C(F)(F)F)c3)ccnc12 | -17 | 9 | 3 | nt | 6 | 1.6 | -3 | -12 | 4
O=C(/C=C/c1ccc2ccccc2n1)N1CCN(c2ccccc2)CC1 | -6 | -10 | 0 | i | -1 | 2.1 | -5 | -9 | 3
CC(=O)c1c(C)[nH]c(C(=O)Nc2cc(S(=O)(=O)N3CCCCC3)ccc2C)c1C | -17 | 15 | 3 | i | 10 | 0.9 | 9 | -2 | -21
CCN1C(=O)/C(=C2\SC(N3CCOCC3)=NC2=O)c2ccccc21 | 10 | 0 | -4 | i | 18 | -0.1 | -4 | -3 | 2
COc1ccc(NC(=O)N(Cc2cc3cc(OC)ccc3[nH]c2=O)CC2CCCO2)cc1 (stereo not drawn) | 1 | 1 | -1 | i | 8 | 0.5 | -5 | 1 | 5

3 compounds already listed, sorted by their value in MT1-MMP act inh, high to low.
Structure,NRP1-CendR mod,MT1-MMP act inh,Rin1 Abl inh,Neddyl block,SKN-1 inh,MsrA inh,MsrA act,eLon inh
Nc1ncc(Br)cc1S(=O)(=O)NCCC(=O)NCCc1ccc(Cl)cc1,-7,-1,0,i,-7,0.4,-1,-7
Cc1ccc(NC(=O)CN(C)S(=O)(=O)c2cnc[nH]2)cc1C,0,-2,0,i,-21,-0.5,1,2
CC(C)N(C(=O)COC(=O)c1ccccc1C(=O)c1ccc(Cl)c([N+](=O)[O-])c1)C(C)C,14,-3,1,i,0,-1.3,0,1

(more compounds)
mol | NRP1-CendR mod | MT1-MMP act inh | Rin1 Abl inh | Neddyl block | SKN-1 inh | MsrA inh | FAS-TE inh | MsrA act | eLon inh
CC(=O)NC(CC(=O)O)C(=O)O (stereo not drawn) | -13 | -3 | -2 | i | 6 | nt | 2 | -1 | 0
O=C1CSC(=NC(=O)c2ccccc2)N1 | 1 | -11 | 1 | i | 11 | 0.3 | -4 | 0 | -6
Nc1nnc(SCC(=O)Nc2cc(F)ccc2F)s1 | 9 | -12 | 0 | i | 10 | -0.1 | -4 | -2 | -5
O=C(CNC(=O)c1ccc(S(=O)(=O)N2CCCC2)cc1)N/N=C/c1ccco1 | -5 | 3 | 0 | i | -12 | 0.4 | -8 | -13 | -3
CCOc1cc(/C=C/C(=O)c2ccc(C)cc2)ccc1OCC(=O)N(C)C | 5 | -2 | -2 | i | 11 | 1.8 | -8 | -3 | 8
COc1ccc(/C=C(/C(=O)c2ccc(Cl)cc2Cl)n2cncn2)cc1 | -5 | -2 | 3 | i | 14 | 3.4 | -9 | -11 | -2
CC(=O)Nc1ccc(NC(=O)C(C)Oc2ccc(Cl)cc2Cl)cc1 (stereo not drawn) | -6 | 0 | -2 | i | -3 | 1.8 | -3 | -9 | 10
CCc1cc2cccc(C)c2nc1SCC(=O)c1ccc(NC(C)=O)cc1 | -2 | -10 | -7 | i | 9 | 0.2 | -1 | -2 | -8
COc1ccc(-c2nn(-c3ccccc3)cc2/C=N/NS(=O)(=O)c2ccccc2)cc1 | 6 | 2 | 2 | i | 2 | 0.1 | 26 | -5 | 15
COC(=O)CSc1[nH]c2ccc(F)cc2c1[N+](=O)[O-] | 1 | 3 | -2 | i | -10 | 2.5 | -73 | -4 | -12
COc1ccc(C(=O)C2CCCN(Cc3ccc4nonc4c3)C2)c(C)c1 (stereo not drawn) | 2 | 1 | 2 | i | -9 | 0.7 | 37 | -4 | -1
CCC(=O)c1ccc(OCC(=O)OCC(=O)N(C)CC(=O)Nc2ccc(F)cc2)cc1 | 12 | 0 | 3 | i | -12 | -0.2 | -4 | -6 | -2
O=C(CN1CCOCC1)Nc1cc(Cl)ccc1Cl | -11 | 1 | -6 | i | 4 | 1.0 | -6 | -1 | 2
c1ccc2c(c1)NC1(CCCCC1)n1c-2nc2ccccc21 | -8 | -2 | 0 | nt | -9 | 0.4 | -10 | -13 | -3
O=C1ON=C(c2ccccc2)/C1=C\c1ccco1 | -5 | 0 | 0 | i | 6 | 0.2 | -4 | -3 | -4
CNC(=O)[C@H]1O[C@@H](n2cnc3c(NCc4cccc(I)c4)ncnc32)[C@H](O)[C@@H]1O | -14 | 4 | -1 | i | -1 | 0.8 | -2 | 0 | 5
COc1cccc(C(=O)Nc2ccc(NC(=O)c3ccco3)nc2)c1 | 1 | 9 | -1 | i | -10 | 0.9 | -3 | -2 | -4
CCn1c(C2CC(=O)N(Cc3ccccc3)C2)nc2ccccc21 (stereo not drawn) | 3 | -7 | -2 | i | 3 | 0.6 | -5 | -2 | -4
FC(F)(F)c1ccccc1Cc1c(-c2cccc(Br)c2)nc2ccc(Cl)cn12 | 6 | -6 | 5 | i | 7 | 0.2 | 9 | -10 | -3
Cc1cc(C)c2c(-n3cccc3)c(NC(=O)OC(C)C)sc2n1 | -1 | -3 | -2 | i | -9 | 0.6 | 6 | -4 | 0
S=C(Nc1cccc2ccccc12)Nc1cccc2ccccc12 | 8 | -2 | -6 | i | 23 | -0.1 | 4 | 0 | -10
CC(C)c1ccc(CNc2ccc([N+](=O)[O-])cn2)cc1 | -5 | -5 | 0 | i | 9 | 0.7 | 6 | -16 | 0
COc1cccc2c1OCC/C2=N\NC(=O)COc1ccc(C)cc1 | 4 | 4 | 3 | i | 26 | -0.4 | -5 | -2 | 0
COc1ccc(/C=N/NC(=O)c2cccc(NC(C)=O)c2)c(OC)c1 | -1 | 0 | 4 | i | -2 | 3.2 | -3 | -8 | -6
O=C(NCc1ccccc1)c1ccc(NC(=O)C2CCCO2)cc1 (stereo not drawn) | 0 | 2 | -1 | i | 2 | 0.0 | -4 | -2 | 1
CS(=O)(=O)N(CC(=O)Nc1cc(Cl)ccc1Cl)c1ccccc1Cl | -3 | -1 | -4 | i | 3 | -0.2 | 13 | -14 | -2
CCOC(=O)c1ccc2ncc(C(=O)OCC)c(Nc3ccc(N4CCOCC4)cc3)c2c1 | -8 | -25 | -2 | i | 7 | 0.0 | 31 | -5 | -3
CC(C)CN(CC(C)C)S(=O)(=O)N1CCC(C(=O)NCCN2CCOCC2)CC1 | -4 | -5 | 1 | i | 13 | -0.3 | -8 | -1 | -1
COc1ccc(NC(=O)Cn2c([N+](=O)[O-])cnc2C)c(OC)c1 | 3 | 3 | -4 | i | 11 | -0.2 | -12 | -4 | -11
CCC(C(=O)OCC(=O)N(CCOC)c1c(N)n(Cc2ccccc2)c(=O)[nH]c1=O)c1ccccc1 (stereo not drawn) | -11 | -2 | -3 | i | 11 | -0.3 | -4 | -2 | -1
CCN(CC(=O)Nc1ccc(NC(C)=O)cc1)C(=O)c1cc(S(=O)(=O)N2CCCCCC2)ccc1OC | 4 | -1 | -4 | i | 7 | -0.1 | -1 | 0 | -2
O=S(=O)(Nc1ccc2c(c1)OCO2)c1ccc(Br)s1 | 0 | -2 | -1 | i | 11 | -0.2 | 5 | -4 | -8
Cc1csc(NC(=O)/C=C/c2ccco2)n1 | -4 | -3 | -3 | i | 16 | 4.0 | -9 | -5 | 9
Cc1cccc(NC(=O)c2cccc(S(=O)(=O)N(C)C3CCCCC3)c2)n1 | -5 | 0 | 1 | i | 11 | 1.7 | 16 | -4 | -10
O=C(O)c1cccc(Sc2ccc(Br)cc2C(=O)O)c1 | -5 | 1 | 1 | i | -5 | -0.6 | -17 | -6 | -4
O=C(Cn1cnc2c(cnn2-c2ccccc2Cl)c1=O)N1CCc2ccccc21 | -9 | -6 | -2 | i | 17 | -0.1 | 3 | 1 | 2

Some entries already given, limited to Neddyl block, MsrA act and SKN-1 inh:
SMILES	Neddyl block	MsrA act	SKN-1 inh
CCN(CC(=O)Nc1ccc(NC(C)=O)cc1)C(=O)c1cc(S(=O)(=O)N2CCCCCC2)ccc1OC	i	0	7
O=S(=O)(Nc1ccc2c(c1)OCO2)c1ccc(Br)s1	i	-4	11

Screens: PubChem, several laboratories
